# IL-2 act = activates IL-2 in a cell-based reporter assay; IL-2 activation reporter assay, cell-based qHTS; stimulated with anti-CD3/CD4/CD28 beads; in transgenic mouse T cells; activation, % (series mostly up to about 46 µM); 0.065% of 360,000 active; in the data active = activation above about 50%; inconclusive = mostly about 30% to 49%; also: 0% is about no effect
#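 Unstimulated transgenic mouse T cells, 750 per well, received compound and, after 60 minutes, anti-CD3/anti-CD4 bead plus anti-CD28 stimulation. EGFP and DsRed were quantified after 18 hours.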
# EPAC1 ag = agonists of human EPAC1; O95398; EPAC1 agonist qHTS, biochemical assay; response scale: 100% = response to 6.5 mM cAMP; Potency, µM (doses to about 154 µM), inactives show top-dose activation, hits mostly activators; 0.073% of 360,000 active; AID 720707; also: potency is read from the fitted curve at half-maximal effect; nearly all actives have a fitted effect of over 60% in size
#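 Fluorescent GDP-exchange assay: 100 nM EPAC1 with 250 nM Rap1B preloaded with BODIPY-GDP and 50 uM GDP; compounds tested as concentration series, 5 min at room temperature, then read every 5 min for 30 min (ex 480/em 540 nm); normalized to 6.5 mM cAMP.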
# FUS suppressor = rescues growth of FUS-expressing yeast; Potency, µM (doses to about 76.6 µM), without a hit: at the highest dose growth rescue (activation), actives largely listed as activators; S. cerevisiae FUS-expressing, growth rescue, OD600, 24 h; AID 1347120; 0.24% of 390,000 active;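 also: potency is read from the fitted curve at half-maximal effect; plate controls were DMSO vehicle for no effect and reference control for full effect; nearly all actives have a fitted effect of over 55% in size; some results filed as inactive show a strong effect at the top dose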
#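 Yeast FUS proteinopathy model; galactose-induced FUS (2%), starting OD 0.005. Cpds in dilution series, 24hr, 30C, 99% humidity. Abs 600 nm growth. Pos ctrl CP55940 (top 92uM final); neg ctrl DMSO.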
# EPAC1 antag = antagonists of human EPAC1 | O95398 | EPAC1 GEF assay, Rap1b-BODIPY-GDP exchange fluorescence | Potency, µM (titrated, usually from 115 µM), inactives show top-dose activity change, negative = inhibition, usual class: inhibitors | 0.14% of 360,000 active;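 also: potency is read from the fitted curve at half-maximal effect; plate controls were vehicle for no effect and positive control for full effect; nearly all actives have a fitted effect of over 50% in size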
# WRN helicase inh = inhibitors of human WRN helicase. Q14191. WRN helicase unwinding, fluorescent forked duplex, kinetic. Potency, µM (highest dose often 114 µM), for inactives: top-dose activity change, negative = inhibition, hits mostly inhibitors. 0.46% of 360,000 active. AID 651768; also: potency is read from the fitted curve at half-maximal effect; % is scaled to controls: 0 for no effect and ±100 for the full control effect; nearly all actives have a fitted effect of over 55% in size
#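 Kinetic fluorescence helicase assay: unwinding of a quenched forked DNA duplex (100 nM final) with 2 mM ATP final raises red fluorescence (525/598 nm). Compounds sat 15 min at room temperature with 20 nM WRN beforehand.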
# Abeta rescue = restores growth of yeast expressing A-beta42 peptide; yeast expressing A-beta42, growth rescue, OD600, 48 h; response scale: 0% DMSO, 100% iron-clioquinol control; Potency, µM (highest dose often 46.1 µM), inactives show at the highest dose growth rescue, hits mostly activators; 0.063% of 410,000 active; AID 1347071; also: potency is read from the fitted curve at half-maximal effect; nearly all actives have a fitted effect of over 55% in size
#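 Yeast growth medium received pinned compounds, then yeast cells expressing toxic A-beta were added; plates incubated at 30 C for 48 hr. Growth read as absorbance at 600 nm, normalized to DMSO and equimolar FeCl3 plus clioquinol controls.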
# PI5P4Ka inh = blocks human PI5P4K alpha kinase activity. P48426. PI5P4Kalpha enzyme, ADP-Glo luminescence, 60 min; hits give low values. max response, %. 1.2% of 330,000 active. AID 652105; active = max response of -50% or lower; inconclusive = between -30% and -50%; inactive = -30% or higher; also: value at the top dose of about 77 µM; % is scaled to controls: 0 for no effect and ±100 for the full control effect
# Target sequence (P48426 whole entry, looked up): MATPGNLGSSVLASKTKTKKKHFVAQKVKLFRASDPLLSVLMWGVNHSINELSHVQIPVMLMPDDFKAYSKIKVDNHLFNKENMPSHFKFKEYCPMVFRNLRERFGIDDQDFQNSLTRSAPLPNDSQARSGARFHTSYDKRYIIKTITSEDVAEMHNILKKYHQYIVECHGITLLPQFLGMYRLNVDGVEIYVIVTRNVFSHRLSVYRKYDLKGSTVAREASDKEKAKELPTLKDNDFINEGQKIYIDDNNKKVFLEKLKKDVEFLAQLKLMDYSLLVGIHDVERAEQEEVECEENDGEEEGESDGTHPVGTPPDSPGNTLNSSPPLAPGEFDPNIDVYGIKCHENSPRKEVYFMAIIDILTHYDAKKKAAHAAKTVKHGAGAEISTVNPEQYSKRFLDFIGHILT
#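 Single end-point luminescence (ADP-Glo) quantified ADP from PI5P4Kalpha turnover; ATP 5 microM final, 1 h at RT, 0.1% CHAPS and 0.28 mM EGTA in HEPES pH 7.4.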
# PLK1 PBD inh = blocks phosphopeptide binding to human PLK1 polo-box domain; 2.8% of 360,000 active; Plk1 PBD binding of FITC phosphopeptide, fluorescence polarization; P53350; Potency, µM, inactives show max response, negative = inhibition, most hits filed as inhibitors; also: potency is read from the fitted curve at half-maximal effect; series mostly up to about 57 µM; % is scaled to controls: 0 for no effect and ±100 for the full control effect; nearly all actives have a fitted effect of over 65% in size
# Target sequence (P53350 whole entry, looked up, the tested form may be a part): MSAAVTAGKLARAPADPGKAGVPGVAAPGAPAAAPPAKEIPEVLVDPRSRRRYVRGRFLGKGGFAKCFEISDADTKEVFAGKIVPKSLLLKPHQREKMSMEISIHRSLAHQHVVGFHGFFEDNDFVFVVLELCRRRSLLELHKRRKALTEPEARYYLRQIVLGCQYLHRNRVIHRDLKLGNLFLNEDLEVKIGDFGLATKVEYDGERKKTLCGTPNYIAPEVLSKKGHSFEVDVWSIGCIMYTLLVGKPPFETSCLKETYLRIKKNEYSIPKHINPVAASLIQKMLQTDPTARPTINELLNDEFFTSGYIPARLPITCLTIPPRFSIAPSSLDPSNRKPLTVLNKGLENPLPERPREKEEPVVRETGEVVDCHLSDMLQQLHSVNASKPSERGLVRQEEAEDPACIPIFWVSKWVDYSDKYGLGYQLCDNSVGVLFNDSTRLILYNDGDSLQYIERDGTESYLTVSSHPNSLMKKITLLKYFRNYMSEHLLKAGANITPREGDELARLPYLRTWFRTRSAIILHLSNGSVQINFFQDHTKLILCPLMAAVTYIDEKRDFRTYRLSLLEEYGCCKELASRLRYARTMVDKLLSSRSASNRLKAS
# aSyn yeast inh = inhibitors of alpha-synuclein toxicity in yeast; AID 652106; 0.14% of 370,000 active; Yeast expressing alpha-synuclein, growth rescue, BacTiter-Glo, 24 h; Potency, µM (series often up to 46.1 µM), for the others: top-dose growth rescue (activation), most hits filed as activators; also: potency is read from the fitted curve at half-maximal effect; % of control where 0% means no effect; nearly all actives have a fitted effect of over 65% in size
#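 Screening used galactose-induced yeast with toxic alpha-synuclein levels, exposed to compound for 24 hr at 30 deg C. Cell growth, read with BacTiter-Glo luminescence, gave the measured signal.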
# Numbers without * were called inactive; ? = inconclusive; . = no result given; [ ] = remark or other dose. Unless noted, calls follow the shape of the dose curve; as a rule, active = well fitted curve in the direction sought with a large enough effect; inconclusive = small, poorly fitted or top-dose-only effect, or another doubt; inactive = no such curve, though single readings can be large; an effect the other way counts as inactive or inconclusive.
# Results follow in this order: IL-2 act	EPAC1 ag	FUS suppressor	EPAC1 antag	WRN helicase inh	Abeta rescue	PI5P4Ka inh	PLK1 PBD inh	aSyn yeast inh
- Cc1cc(C(=O)N2CCC2(C)C(=O)NCc2cccc3ccccc23)nn1C (stereo not drawn)
  -0.5	1%	27%	-11%	0%[57.1 µM]	-10%	3	-2%	14%
- CCOc1ccc(-n2nc3c(=O)n(CCN4CCCCC4)nc(C)c3c2C)cc1
  -2.2	3%	26%	-25%	2%	-32%[inhibitor]	1	-15%	-9%
- COc1cccc(OC)c1OCCOc1ccccc1OC(C)C
  -0.4	-9%	13%	2%	-2%	-5%	4	-2%	1%
- CCC(O)C(C)(C)C (stereo not drawn)
  0.0	3%	-29%	-23%	-2%	-21%	3	-5%	-24%
- Cc1ccc(S(=O)(=O)N2CCN(C(=O)CC(C)n3cncn3)CC2)cc1C (stereo not drawn)
  -0.2	-2%	-16%	0%	0%[57.1 µM]	-6%	2	5%	1%
- COCCNC(=O)c1ccc2c(c1)S(=O)(=O)c1ccccc1C2=O
  -1.0	-12%	-28%	12%	-2%	-1%	-4	4%	1%
- COc1ccc(CCN(C)C(=O)CCCN2C(=O)c3cccc4cccc(c34)C2=O)cc1OC
  -4.8	-11%	17%	6%	-11%	16%	4	-3%	11%
- O=C(NCCN1CCOCC1)c1ccncc1
  3.7	-1%	11%	-7%	-2%	0%	-2	-29%	-4%
- CCOC(=O)c1c(-c2ccc(C)o2)csc1NC(=O)CSc1nnnn1-c1ccccc1
  -2.5	-4%	4%	13%	-9%[57.1 µM]	-19%	.	-29%	?
- COc1ccc(/C=C/C(=O)Nc2sc3c(c2C(=O)NCc2cccnc2)CCCC3)cc1
  -0.8	-7%	-12%	7%	-9%	21%	-12	3%	.
- COc1ccc(Cn2c(=O)[nH]c3cc(C(=O)NCCCOC(C)C)ccc3c2=O)cc1
  -0.2	2%	8%	-2%	0%	-2%	-7	-6%	-1%
- CN(C)CCCN(C(=O)c1ccco1)c1nc2cc3c(cc2s1)OCO3
  -2.8	2%	0%	-4%	-2%	9%	-3	-6%	1%
- COc1ccccc1-c1nnc(SCC(=O)c2c(N)n(C3CC3)c(=O)[nH]c2=O)n1C
  0.3	2%	-4%	-15%	-8%	-11%	-1	-13%	-8%
- O=C(CSc1cccc[n+]1[O-])NCC1CCCCC1
  -3.1	6%	-27%	-5%	-1%	0%	10	-2%	-6%
- O=C(Cn1c(CN2CCCCC2)nc2ccccc2c1=O)NC1CCCCC1
  -1.9	5%	25%	4%	-6%	19%	.	-4%	-1%
- O=C(COC(=O)CCc1ccc(S(=O)(=O)N2CCOCC2)cc1)NC(=O)NC1CCCCC1
  0.9	8%	23%	-4%	-4%	-9%	-3	-4%	2%
- O=C(Nc1cccnc1)Nc1cccc(F)c1
  -0.3	-7%	-17%	-13%	13%	-20%	23	5%	1%
- CC(C)NC(=O)NC(=O)COC(=O)c1ccc(F)cc1F
  -1.8	0%	4%	-15%	-7%	0%	4	-11%	2%
- Cn1c(CNC(=O)Nc2ccccc2Cl)nnc1SCc1ccccc1
  -1.0	2%	9%	21%	-16%	9%	-4	-2%	-5%
- O=C(COc1ccc(-n2cnnn2)cc1)N1CCN(c2ccc(F)cc2)CC1
  -0.7	2%	?	0%	1%	2%	.	-8%	9%

# Record cards, from the list above.
# O=C(Nc1cccnc1)Nc1cccc(F)c1 is listed with IL-2 act = -0.3; EPAC1 ag = -7%; FUS suppressor = -17%; EPAC1 antag = -13%; WRN helicase inh = 13%; Abeta rescue = -20%; PI5P4Ka inh = 23; PLK1 PBD inh = 5%; aSyn yeast inh = 1%
# CCC(O)C(C)(C)C (stereo not drawn) is listed with IL-2 act = 0.0; EPAC1 ag = 3%; FUS suppressor = -29%; EPAC1 antag = -23%; WRN helicase inh = -2%; Abeta rescue = -21%; PI5P4Ka inh = 3; PLK1 PBD inh = -5%; aSyn yeast inh = -24%

# The list continues.
# Results follow in this order: IL-2 act	EPAC1 ag	FUS suppressor	EPAC1 antag	WRN helicase inh	Abeta rescue	PI5P4Ka inh	PLK1 PBD inh	aSyn yeast inh
- COC(=O)N/N=C(\C)c1ccccc1Br
  1.9	0%	-12%	8%	2%	5%	2	-3%	-4%
- CCO/C(C)=N/Oc1cncnc1
  -0.2	-1%	-35%	16%	6%	0%	-1	2%	-5%
- CCOC(=O)c1oc2ccccc2c1CSc1nnc(-c2ccco2)o1
  -2.3	16%	28%	2%	-10%	-3%	.	3%	9%
- CC(=O)N(c1cc(C)ccc1C)c1ccccc1[N+](=O)[O-]
  0.6	6%	2%	-11%	-4%	4%	-2	-10%	13%
- COc1cc(C(=O)NNc2nc3cc4c(cc3s2)OCO4)cc(OC)c1OC
  0.2	-9%	3%	-27%	2%	2%	-1	5%	3%
- CCOC(=O)C1C(=O)C=C(N2CCOCC2)CC1c1cccc(OC)c1 (stereo not drawn)
  1.2	1%	37%	-26%	-11%	11%	0	3%	12%
- COC(=O)c1cc(Cl)cc2c(CCO)c[nH]c12
  -1.8	-11%	-26%	-3%	-1%	11%	0	-4%	13%
- Cc1ccc(CN2CCN(/N=C/c3cc(Br)cc(Br)c3O)CC2)cc1
  1.1	9%	.	10%	-22%	-53%[inhibitor]	-7	17µM*	-7%
- Cc1cc(NC(=O)CSc2nncn2N)no1
  1.7	3%	5%	4%	2%	8%	2	-2%	8%
- O=C(CN(c1ccc(F)cc1)S(=O)(=O)c1ccc2c(c1)OCCO2)NCc1ccncc1
  -0.2	10%	55%	-17%	-11%	10%	-1	-8%	-1%
- Cc1cc(C)c2ccc(/C=N/O)nc2c1O
  -0.2	-2%	12%	-8%	-9%	?	0	0%	13µM*
- O=C(c1ccccc1)c1ccc(C(=O)N2CCCC(C(F)(F)F)C2)cc1 (stereo not drawn)
  -1.7	2%	10%	4%	-1%	-25%	-4	6%	6%
- COc1cc(/C=N/NC(=O)C2CCN(CC(O)COCc3ccccc3)CC2)ccc1O (stereo not drawn)
  -2.7	11%	-5%	9%	-2%	2%	3	-5%	-12%
- CCOC(=O)[C@]12CCCC=C1N(Cc1ccccc1)C(=O)[C@H](CC(=O)NCC1CCCCC1)C2
  0.0	-5%	?	-20%	-10%	-7%	-2	-15%	13%
- O=C(NCCN1CCN(C(=O)c2ccc(F)cc2)CC1)C(=O)NCc1ccccc1
  -0.1	-4%	11%	7%	-3%	-1%	1	-5%	0%
- Cc1cc(NC(=O)NCc2ccccc2)c(=O)n(Cc2ccc(F)cc2)c1
  0.7	-2%	-3%	-8%	4%	18%	0	-4%	3%
- CCOC(=O)CC(=O)NC1(Cc2ccc(O)cc2)CCCCC1
  0.8	21%	-19%	9%	-1%	-3%	1	-8%	-1%
- COc1ccc(N(C(=O)C2CCCCC2)S(=O)(=O)c2cccc3cccnc23)cc1
  -0.3	11%	22%	-18%	-8%	-9%	-3	-18%	9%
- CN1CCN(c2nc(-c3ccccc3)nc(-c3ccc(F)cc3)c2C#N)CC1
  -0.1	-5%	3%	-2%	8%	0%	6	-3%	-13%
- O=C(c1ccc(Cl)cc1)c1ccccc1C(=O)N1CCOCC1
  -2.7	10%	-3%	-1%	0%	3%	.	-6%	-3%

# Ordered by the number under PI5P4Ka inh (descending): four from the list above.
Molecule | IL-2 act | FUS suppressor | EPAC1 antag | WRN helicase inh | PI5P4Ka inh | PLK1 PBD inh
CCOC(=O)CC(=O)NC1(Cc2ccc(O)cc2)CCCCC1 | 0.8 | -19% | 9% | -1% | 1 | -8%
CCO/C(C)=N/Oc1cncnc1 | -0.2 | -35% | 16% | 6% | -1 | 2%
CCOC(=O)[C@]12CCCC=C1N(Cc1ccccc1)C(=O)[C@H](CC(=O)NCC1CCCCC1)C2 | 0.0 | ? | -20% | -10% | -2 | -15%
O=C(c1ccccc1)c1ccc(C(=O)N2CCCC(C(F)(F)F)C2)cc1 (stereo not drawn) | -1.7 | 10% | 4% | -1% | -4 | 6%

# The list continues:
canonical_smiles	IL-2 act	EPAC1 ag	FUS suppressor	EPAC1 antag	WRN helicase inh	Abeta rescue	PI5P4Ka inh	PLK1 PBD inh	aSyn yeast inh
CC1CN(CC(=O)NCc2ccc(Cl)cc2)CC(C)O1 (stereo not drawn)	0.6	-1%	5%	-1%	-28%	-21%	2	-9%	2%
CCC(=O)N1CCN=C1SCc1c(F)cccc1Cl	-0.8	4%	15%	7%	-5%[57.1 µM]	4%	-1	-7%	-6%
Cc1ccc(-c2nnnn2CS(=O)(=O)c2ccccc2)cc1	-1.4	7%	17%	5%	2%	1%	.	-3%	3%
COc1ccc(OCCOCC(O)CN2CCOCC2)cc1 (stereo not drawn)	0.2	-3%	4%	6%	2%	9%	-2	1%	-1%
COc1cc2c(Cc3ccccc3)cncc2cc1O	-0.9	5%	36%	-7%	-1%[11.6 µM]	20%	2	3%	9%
CCCCC1CC(CSC(=N)N)OC1=O (stereo not drawn)	-0.2	-2%	-2%	10%	1%	-1%	-6	-9%	-3%
c1ccc(C(c2ccccn2)c2ccccn2)cc1	-1.5	-4%	.	4%	-1%	12%	1	2%	6%
O=C(COC(=O)c1cccc(Oc2ccccc2)c1)NCc1ccco1	0.1	2%	2%	3%	-4%	?	0	-5%	16%
CCOC(=O)c1cc(-c2cccnc2)nn1-c1ccccn1	-0.2	5%	-17%	-13%	0%	-1%	-5	-10%	6%
CC(=O)N(c1nc(CCl)cs1)c1cccc(C)c1C	6.1	6%	-4%	-13%	-4%	-3%	5	8%	1%
CCCCN(C)S(=O)(=O)c1cc2c3c(c1)CCC(=O)N3CCC2	0.2	-4%	10%	-10%	1%	9%	-6	0%	8%
Cc1ccc(NC(=O)Cn2c(=O)ccn(Cc3ccccc3)c2=O)cc1S(=O)(=O)N1CCOCC1	0.1	-9%	44%	21%	7%	2%	-2	-1%	1%[1.84 µM]

# Screening results from PubChem.
